Pf growth 48h: Primary qHTS for delayed death inhibitors of the malarial parasite plastid, 48 hour incubation. Potency, µM (series often up to 28.7 µM), for the others: at the highest dose activity change, negative = inhibition, actives largely listed as inhibitors. actives 5.9% (n = 310,000). P. falciparum luciferase growth in erythrocytes, 48 h. AID 504832, 2011; note: potency is the fitted concentration of half-maximal effect; % is set by controls: 0 for no effect and ±100 for the full control effect
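Read-out is firefly luciferase luminescence from an integrated reporter in P. falciparum, so falling signal marks reduced parasite growth. Infected erythrocytes were at 2% hematocrit and 0.1% parasitemia (final) in Albumax-supplemented RPMI 1640.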
AmpC inh no detg: qHTS Inhibitors of AmpC Beta-Lactamase (assay without detergent). Potency, µM (series often up to 57.1 µM), for inactives: at the top dose activity change, negative = inhibition, usual class: inhibitors. AmpC nitrocefin hydrolysis, absorbance 480 nm, 0.0001% Triton. P00811. actives 0.52% (n = 330,000);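 note: potency is the fitted concentration of half-maximal effect; plate controls were no compound for no effect and no enzyme for full effect; nearly all actives have a fitted effect of over 20% in size; some results filed as inactive show a strong effect at the top dose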
Target sequence (P00811 whole entry, looked up): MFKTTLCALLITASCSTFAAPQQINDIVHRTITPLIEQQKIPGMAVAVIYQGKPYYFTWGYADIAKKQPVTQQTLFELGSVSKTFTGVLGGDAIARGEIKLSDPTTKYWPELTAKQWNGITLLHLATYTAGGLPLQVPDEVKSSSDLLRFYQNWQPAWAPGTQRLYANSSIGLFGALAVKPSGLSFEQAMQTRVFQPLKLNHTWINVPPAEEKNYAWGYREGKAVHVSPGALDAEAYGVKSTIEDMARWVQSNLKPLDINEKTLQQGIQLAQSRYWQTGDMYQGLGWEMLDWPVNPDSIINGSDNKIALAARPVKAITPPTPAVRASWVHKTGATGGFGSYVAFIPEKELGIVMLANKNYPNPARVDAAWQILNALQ
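AmpC (5.3 nM in the dispensed reagent) in 20 mM phosphate pH 7.0 with 0.01% (detergent screen) or 0.0001% Triton X-100 was preincubated with compounds for 15 min at room temperature. Nitrocefin was then added from an 800 uM solution, and hydrolysis was followed at 480 nm.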
Pf growth 96h: Primary qHTS for delayed death inhibitors of the malarial parasite plastid, 96 hour incubation; P. falciparum luciferase reporter growth, 96 h; Potency, µM (doses to about 28.7 µM), inactives show at the top dose activity change, negative = inhibition, most hits filed as inhibitors; actives 6.9% (n = 320,000); AID 504834, 2011; note: potency is the fitted concentration of half-maximal effect; % is set by controls: 0 for no effect and ±100 for the full control effect
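P. falciparum expressing integrated firefly luciferase grown in erythrocytes (2% hematocrit, 0.05% parasitemia final) with compounds for 96 hours at 37 C, 5% CO2. Growth inhibition read as loss of luminescence after adding luciferase detection reagent.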
LmPK inhibitor: qHTS Assay for Inhibitors of Leishmania Mexicana Pyruvate Kinase (LmPK) | Potency, µM (highest dose often 57.5 µM), inactives show top-dose activity change, negative = inhibition, actives largely listed as inhibitors | actives 0.37% (n = 290,000) | AID 1721, 2009 | purified LmPK, Kinase-Glo ATP luminescence, 1 h; note: potency is the fitted concentration of half-maximal effect; % is set by controls: 0 for no effect and ±100 for the full control effect
Target sequence (Q27686 whole entry, looked up): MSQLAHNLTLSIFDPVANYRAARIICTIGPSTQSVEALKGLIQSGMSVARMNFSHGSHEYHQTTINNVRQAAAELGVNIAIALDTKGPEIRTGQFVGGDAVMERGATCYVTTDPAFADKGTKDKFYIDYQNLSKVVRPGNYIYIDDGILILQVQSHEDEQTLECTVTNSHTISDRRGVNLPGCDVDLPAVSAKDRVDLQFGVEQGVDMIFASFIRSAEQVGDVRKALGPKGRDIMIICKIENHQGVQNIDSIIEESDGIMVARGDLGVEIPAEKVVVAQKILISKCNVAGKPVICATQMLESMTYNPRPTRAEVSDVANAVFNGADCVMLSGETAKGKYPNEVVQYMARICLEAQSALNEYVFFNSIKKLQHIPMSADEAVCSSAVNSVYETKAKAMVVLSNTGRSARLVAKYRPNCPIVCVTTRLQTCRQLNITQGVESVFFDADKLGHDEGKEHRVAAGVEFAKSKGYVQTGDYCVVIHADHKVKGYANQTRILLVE
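ATP generated from ADP (0.1 mM) and PEP (0.5 mM) by 0.1 nM LmPK over 1 h at room temperature (pH 7.2 imidazole buffer) was detected by coupled luciferase luminescence. Values were normalized to uninhibited and no-enzyme wells.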
Cycloheximide cs: Cycloheximide Counterscreen for Small Molecule Inhibitors of Shiga Toxin. cell reporter, cycloheximide protein synthesis inhibition counterscreen. AID 2314, 2010. actives 12% (n = 300,000). max response, %; in the data active = max response mostly above about 13%, no sharp cut-off; inactive = mostly below about 14%; note: read at 38.3 µM for the half of the compounds with a filed dose; 0% is about no effect
Tb PYK inh: qHTS of Trypanosoma Brucei Inhibitors; pyruvate kinase (Trypanosoma brucei), Q57TT1; TbPYK enzyme, Kinase-Glo Plus ATP luminescence, 45 min; Potency, µM (series often up to 76.8 µM), inactives show at the top dose activity, negative = inhibition, usual class: inhibitors; actives 0.12% (n = 410,000); note: potency is the fitted concentration of half-maximal effect; % is set by controls: 0 for no effect and ±100 for the full control effect; nearly all actives have a fitted effect of over 50% in size
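Assay buffer: 50 mM TEA pH 7.2, 100 mM KCl, 10 mM MgCl2, 0.05% BSA, 0.01% Tween-20. Pyruvate kinase from T. brucei plus substrate met compound, then ADP (130 uM final). Luminescence was read post 45 min RT.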
Shiga toxin inh: A qHTS for Small Molecule Inhibitors of Shiga Toxin; Vero cells, Shiga toxin protein synthesis inhibition reporter; inhibition, % at 38.7 µM; actives 9.2% (n = 290,000); AID 2315, 2010; in the data active = inhibition mostly above about 28%, no sharp cut-off; inactive = mostly below about 43%; note: 0% is about no effect
* = called active by the depositor; ? = inconclusive; nt = not tested or not shown; & = joins results of further samples; [ ] = another dose, or the depositor's remark. Unless noted, calls come from the whole dose curve; as a rule, active = well fitted curve in the direction sought with a large enough effect; inconclusive = small, poorly fitted or top-dose-only effect, or another doubt; inactive = no such curve, though single readings can be large; an effect the other way counts as inactive or inconclusive.

SMILES	Pf growth 48h	AmpC inh no detg	Pf growth 96h	LmPK inhibitor	Cycloheximide cs	Tb PYK inh	Shiga toxin inh
Cc1ccc(COCCN2CCN(S(=O)(=O)c3ccc(C)cc3)CCC2=O)cc1	-15%	163%[activator]	?	2%	-5	6%	14
CN(C)CCCNC(=O)C1(O)c2cc(Br)ccc2NC(=O)N1c1c(F)cccc1F (stereo not drawn)	-4%[0.00184 µM]	-9%	23%	-4%	-1	-3%	15
O=C(CSc1nncn1-c1ccccc1)Nc1ccc(N2CCOCC2)cc1	2%	-2%	-1%	3%	-4	?	22
COc1cccc(NC(=O)c2oc3ccc(S(=O)(=O)N4CCOCC4)cc3c2C)c1	?	113%[activator]	-25%	2%	6	4%&7%	26
Cc1ccc(C)c(N2CCN(C(=O)CCNC(=O)Cn3ccc4ccccc4c3=O)CC2)c1	?	-15%	-17%	0%	9	1%	-13
CCC(C)NC(=O)C1CCN(S(=O)(=O)c2cccnc2)CC1 (stereo not drawn)	18%	-14%	?	1%	0	3%	-11
CO[C@@]1(NC(=O)C2SC(=C(C(N)=O)C(=O)O)S2)C(=O)N2C(C(=O)O)=C(CSc3nnnn3C)CS[C@@H]21 (stereo partly drawn)	-6%	7.1µM*	0%	nt	nt	-6%	nt
CCN(C(=O)c1ccc2c(=O)n3c(nc2c1)CCCCC3)c1ccc(F)cc1	0%	70%[activator]	?	-9%	-1	0%	13
Cc1ccc(C(=O)N/C(=C\c2cn(-c3ccccc3)nc2-c2ccccc2)C(=O)N2CCOCC2)cc1	?	-14%	?	2%	0	4%	-6
O=C(Cn1nc2ccccc2n1)N/N=C/c1cc([N+](=O)[O-])ccc1O	4.7µM*	-30%	?	3%	-1	-21%	-5
CCCC(=O)Nc1nnc(S(=O)(=O)N(CC)c2ccccc2)s1	9%	-21%	0%	2%	2	9%	-21
C=CCCN(C(C(=O)OC)C(C)C)S(=O)(=O)c1ccccc1Br (stereo not drawn)	-28%	20%	?	-1%	-1&-4	6%	-5&-3
Cc1cc(C)cc(-n2c(SCC(=O)Nc3cccc(S(=O)(=O)NC4=NCCCCC4)c3)nc3ccccc3c2=O)c1	?	23%	?	7%	-2	8%	-3
Fc1cccc2sc(Nc3nnc(-c4ccco4)o3)nc12	-18%	-12%	-20%	-4%	40*	-3%	171*
CC(C)C(NC(=O)CCN1C(=O)c2ccccc2C1=O)c1ccccc1 (stereo not drawn)	-3%	-1%	41%[activator]	1%	-2	-2%	-6
O=C(Nc1ccccc1)N1CCCC(c2nc(-c3ccc(F)cc3)no2)C1 (stereo not drawn)	1%	-21%	?	1%	14	5%	42
COc1ccc(/C=C(\NC(=O)c2ccc(C)cc2)C(=O)NCCCn2ccnc2)cc1	2%	15%	55%[activator]	3%	-1	1%	-5
COC(=O)c1sc2ccccc2c1NC(=O)c1ccc(S(=O)(=O)N2CCCC(C)C2)cc1 (stereo not drawn)	1%	-22%	?	0%	-4	1%	-9
Cc1cc(N/N=C/c2ccc(Cl)cc2)nc(NCc2ccccc2)n1	1µM*	-53%	0.74µM*	-1%	12	2%	-5
O=C(Cn1nnc2ccccc21)c1ccccc1	40%[activator]	-21%	7%	-3%	20*	-6%	-4
O=C(COc1ccc(Cl)cc1)NNC(=O)CSc1nncs1	0%	-12%	17%	-1%	-5	0%	5
COc1ccccc1C(=O)N(C)CC(=O)Nc1ccc(N2CCOCC2)cc1	-12%	-15%	-10%	nt	nt	-1%	nt
CN(Cc1ccsc1)C(=O)CCc1nnc(Cc2c[nH]c3ccccc23)o1	39%[activator]	-6%	?	3%	-3	-4%	-7
O=C(COC(=O)/C=C/c1ccc([N+](=O)[O-])cc1)NC(c1ccccc1)c1ccccc1	7%	-39%	47%[activator]	2%	1	-7%	-9
CC1=NN(C(N)=S)C(=O)C1N=Nc1cccc(C(=O)O)c1 (stereo not drawn)	64%[activator]	-18%	125%[activator]	-2%	0	-8%	10
Cc1ccc(C(C)NC(=O)c2ccco2)cc1C (stereo not drawn)	12%	-8%	nt	-3%	5	7%	16
O=C(Nc1cccc(C(F)(F)F)c1)C1CCN(S(=O)(=O)c2ccc(N3CCCC3=O)cc2)CC1	?	25%	13µM*	7%	6	-2%	9
O=C(O)CSc1nc2c(c(C(F)(F)F)n1)CCc1ccccc1-2	11%	-17%[11.4 µM]	33%[activator]	1%	-4	-3%	-6
C/C(=N\NC(N)=S)c1ccccc1	-28%	-16%	?	1%	4	-3%	19
Cn1cc(C(=O)N2CCN(c3cccc(Cl)c3)CC2)c(=O)c2cc(S(=O)(=O)N3CCOCC3)ccc21	-14%	157%[activator]	12µM*	-3%	-1	1%	-3
O=C(C1=C(O)C(=O)N(CCN2CCOCC2)C1c1ccc(F)cc1)c1cc2ccccc2o1 (stereo not drawn)	11%	-1%	?	9%	-2	0%	2
COc1ccc(OCC(=O)OC2CCN(C)CC2)cc1	nt	3%	?	8%	13	6%	-15
COc1ccc2nc(/C=N/NC(=O)CCCCCNC(=O)OC(C)(C)C)ccc2c1	?	93%[activator]	?	2%	41*	-6%	138
CC1COC(c2cccn2Cc2ccccc2Cl)=N1 (stereo not drawn)	-12%	-4%	-2%	1%	-3	-10%	17
COc1ccc(CNC(=O)c2c([S-])n(-c3ccc(C)cc3)c3cccc[n+]23)cc1	?	17%	10µM*	1%	13	?	8
CCCCc1nc2cc(C(=O)N3CCC[C@H]3CO)ccc2o1	58%[activator]	25%	?	-1%	20*	10%	39*
COCCCn1c(C2CCCCC2)nc2oc3cc(OC)ccc3c(=O)c2c1=O	?	-8%	0.93µM*	1%	-2	-7%	22
O=C(NCc1cccs1)C(=O)NCC1OCCCN1S(=O)(=O)c1ccccc1 (stereo not drawn)	6%	4%	-24%	3%	7	-6%	14
Cn1cnnc1SCC(=O)Nc1cc(C(F)(F)F)ccc1N1CCOCC1	9%	7%	9%	0%	-2	5%	18
CCO[C@@H]1OC(C(=O)N2CCCCCCC2)=C[C@H](c2cn(C(C)=O)c3ccccc23)[C@H]1CCCO	?	217%[activator]	10µM*	5%	1	6%	-18
COc1cccc(C2C(C(N)=O)=C(C)Nc3nc(-c4cccc(Cl)c4)nn32)c1 (stereo not drawn)	?	-24%	nt	-5%	-1	-2%	-11
Cc1ccc(NC(C)c2cc(Cl)ccc2O)cc1 (stereo not drawn)	nt	-30%	0%	4%	11	3%	19
CCOC(=O)/C(C#N)=C/c1c[nH]c2ccccc12	47%&13%[activator]	-34%&-17%	13%&-4%	5%&0%	28*	-4%	81*
O=C(Nc1ccc(NC(=O)C2CCCCC2)cn1)c1ccco1	39%[activator]	-4%	-88%	-18%	39*	0%	10
Cc1ccc(Cn2ccc(NC(=O)c3noc4c3CCCC4)n2)cc1	31%[activator]	-15%	?	4%	11	12%	20

A second format for part of the listing above:
| SMILES | Pf growth 48h | AmpC inh no detg | Pf growth 96h | LmPK inhibitor | Cycloheximide cs | Tb PYK inh | Shiga toxin inh |
| --- | --- | --- | --- | --- | --- | --- | --- |
| O=C(CSc1nncn1-c1ccccc1)Nc1ccc(N2CCOCC2)cc1 | 2% | -2% | -1% | 3% | -4 | ? | 22 |
| COc1cccc(NC(=O)c2oc3ccc(S(=O)(=O)N4CCOCC4)cc3c2C)c1 | ? | 113%[activator] | -25% | 2% | 6 | 4%&7% | 26 |
| Cc1ccc(C)c(N2CCN(C(=O)CCNC(=O)Cn3ccc4ccccc4c3=O)CC2)c1 | ? | -15% | -17% | 0% | 9 | 1% | -13 |
| CCC(C)NC(=O)C1CCN(S(=O)(=O)c2cccnc2)CC1 (stereo not drawn) | 18% | -14% | ? | 1% | 0 | 3% | -11 |

Continuation:
SMILES	Pf growth 48h	AmpC inh no detg	Pf growth 96h	LmPK inhibitor	Cycloheximide cs	Tb PYK inh	Shiga toxin inh
O=C(Nc1ccc(C2=NCCN2)cc1)c1ccc(Cl)c(C(=O)Nc2ccc(C3=NCCN3)cc2)c1	2.3µM*	-8%	0.21µM*	-2%	-2	nt	-7
NS(=O)(=O)c1ccc(CCNC(=O)C2CCN(S(=O)(=O)c3c(Cl)cccc3Cl)CC2)cc1	?	?	?	-1%	-2	1%	-8
COc1cc(NC(=O)COC(=O)/C=C/c2ccc(OC)c(OC)c2)cc(OC)c1	-15%	-18%[2.29 µM]	-5%	0%	0	0%	-24
NC(=O)c1nsc(C(=O)N(CCc2ccccc2)C(C(=O)NC2CCCC2)c2ccco2)c1N (stereo not drawn)	?	-21%	10µM*	4%	1	-6%	-6
CC(C)C(=O)NC(c1ccccc1Cl)c1c(O)ccc2ccccc12 (stereo not drawn)	9.3µM*	-30%	4.7µM*	11%	-6	-5%	-14
CCOc1cc(C(=O)N(C)CC(=O)Nc2cccc3ccccc23)ccc1OC	?	20%	-17%	nt	nt	-8%	nt
COc1ccc(-c2cc(=O)c3cc(F)ccc3[nH]2)cc1	?	-21%	?	0%	45&-2	-4%	-5
COc1ccc(NS(=O)(=O)c2cccc(C(=O)NNC(=O)c3ccc(Br)o3)c2)cc1	-27%	-30%	-18%	nt	nt	2%	nt
Cc1cccc(NS(=O)(=O)c2cccc(C(=O)N3CCCCCC3)c2)c1	?	-22%	-11%	nt	nt	-4%	nt
CCc1nnc(SCc2ccc(C(=O)OC)o2)n1N	-19%	-1%	-24%	5%	-1	-4%	19
CCCCCCSc1cccc(-c2nc3ccc(Cl)cn3c2NCc2ccccc2)c1	7.4µM*	-6%	?	nt	nt	0%&-11%	nt
Cc1nc2ccc(NC(=O)c3cccc(C(F)(F)F)c3)cc2o1	10%	-2%	2%	8%	21*	-3%	60
COc1cc2nc(CN3CCN(C(C)=O)CC3)[nH]c(=O)c2cc1OC	-1%	-11%	5%	7%	-4	-1%	-20
CC(C)(C)c1ccc(C(=O)Nc2c3c(nn2C(C)(C)C)CS(=O)(=O)C3)cc1	-1%	25%	4%	-3%	1	5%	-5
CN(CC(=O)Nc1cccc(F)c1)C(=O)CN1c2cccc3cccc(c23)S1(=O)=O	3%	-39%	8%	nt	nt	-2%	nt
COc1ccc(NCN2C(=O)CCC2=O)cc1	nt	-11%	20%	-6%	-2	-23%	6
Cc1ccc(S(=O)(=O)N2CCN(C(=O)Cn3nc(C(=O)O)c4ccccc4c3=O)CC2)cc1	13%	-5%	23%	0%	-2	-8%	-6
CC(C)C(C)NC(=O)CN1C(=O)NC2(CCc3ccccc32)C1=O (stereo not drawn)	-1%	2%	23%	0%	-5	-3%	21
Cc1ccc2c(c1)N(CCC(=O)NCc1ccccn1)C(=O)CO2	10%	-16%	1%	-6%	0	4%	-9
N#Cc1c2c(c(NCCCN3CCOCC3)n3c1nc1ccccc13)CCC2	?	-10%	-8%	-3%	-4	-4%	-13
CN1CC(=O)N(CC(=O)Nc2ccc(N3CCOCC3)cc2)C1=O	12%	-20%	13%	nt	nt	2%	nt
CC(=O)Nc1nc2c(ncn2COCCOC(C)=O)c(=O)[nH]1	4%	-10%	13µM*	-2%	-3	nt	-5
